# PGK inhibitor = qHTS Assay to Find Inhibitors of Phosphoglycerate Kinase; Phosphoglycerate kinase, glycosomal (Trypanosoma brucei brucei), P07378; PGK/GAPDH coupled, Kinase-Glo luminescence, 60 min; Potency, µM (series often up to 57.5 µM), without a hit: at the highest dose activity change, negative = inhibition, most hits filed as inhibitors; hit rate 0.043% among 380,000; further: potency means the concentration at half of the fitted maximal effect; on the % scale 0 is the no-effect control and ±100 the full control effect; nearly all actives have a fitted effect of over 60% in size
#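 Luminescent ATP detection (Kinase-Glo Plus) follows a 60-minute room-temperature incubation, with wells lacking PGK as controls. Buffer: 100 mM TEA (pH 7.6), 5 mM MgCl2, 0.01% Tween-20. Coupling enzyme GAPDH (100 nM final) supplies unstable 1,3-BPG in-well.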
# Pin1 inh = qHTS Assay to Find Inhibitors of Pin1 | Peptidyl-prolyl cis-trans isomerase NIMA-interacting 1 (Homo sapiens), Q13526 | Pin1 FP peptide displacement, HiFluor488, 10 min | Potency, µM (highest dose often 115 µM), for the others: at the highest dose activity, negative = inhibition, hits mostly inhibitors | hit rate 0.009% among 390,000; active means well fitted inhibition curve with a large enough effect in the polarisation, with a control signal flat, not every such curve was filed as active; inconclusive means small, poorly fitted or top-dose-only effect, or effect the other way, or a change in a side signal; inactive means no such curve, though single readings can be large or run the other way; the % refers to the polarisation; further: potency means the concentration at half of the fitted maximal effect; on the % scale 0 is the no-effect control and ±100 the full control effect
# rTrxR1 inhibitor = qHTS Assay for Inhibitors of Mammalian Selenoprotein Thioredoxin Reductase 1 (TrxR1): qHTS. Thioredoxin reductase 1, cytoplasmic (Rattus norvegicus), O89049. recombinant rTrxR1, NADPH fluorescence consumption, selenite substrate. Potency, µM (titrated, usually from 114 µM), for the others: at the top dose activity change, negative = inhibition, hits mostly inhibitors. hit rate 1% among 390,000. AID 588453, 2011; further: potency means the concentration at half of the fitted maximal effect; on the % scale 0 is the no-effect control and ±100 the full control effect; nearly all actives have a fitted effect of over 65% in size
#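 Rat TrxR1 (90 nM in the dispensed reagent) was pre-reduced with 400 uM NADPH for 5 min at room temperature, then incubated with compound for 15 min. After 400 uM selenite was added, NADPH fluorescence (Ex 340/Em 450 nm) was followed for 8 min.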
# TrxR1 substrate = qHTS Assay for Substrates of Mammalian Selenoprotein Thioredoxin Reductase 1 (TrxR1): qHTS | hit rate 0.01% among 390,000 | Thioredoxin reductase 1, cytoplasmic (Rattus norvegicus), O89049 | Potency, µM (series often up to 114 µM), without a hit: top-dose activity change, negative = substrate turnover | AID 588456, 2011 | purified TrxR1 substrate turnover, NADPH consumption readout; further: potency means the concentration at half of the fitted maximal effect; on the % scale 0 is the no-effect control and ±100 the full control effect; nearly all actives have a fitted effect of over 50% in size
#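 Rat TrxR1, dispensed at 90 nM, was prereduced with 400 uM NADPH (final) for 5 min at ~22 deg C, then incubated with compound 15 min before 400 uM selenite. A first-read NADPH fluorescence drop versus no-compound background flagged substrates.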
# IDH1 R132H inh = qHTS for Inhibitors of mutant isocitrate dehydrogenase 1 (IDH1): qHTS; Isocitrate dehydrogenase [NADP] cytoplasmic (Homo sapiens), O75874; IDH1-R132H enzyme, NADPH consumption, diaphorase/resazurin fluorescence; Potency, µM (highest dose often 76.6 µM), for the others: top-dose activity change, negative = inhibition, most hits filed as inhibitors; hit rate 0.093% among 390,000; further: potency means the concentration at half of the fitted maximal effect; on the % scale 0 is the no-effect control and ±100 the full control effect; nearly all actives have a fitted effect of over 65% in size
# Target sequence (O75874 whole entry R132H, stated change not applied): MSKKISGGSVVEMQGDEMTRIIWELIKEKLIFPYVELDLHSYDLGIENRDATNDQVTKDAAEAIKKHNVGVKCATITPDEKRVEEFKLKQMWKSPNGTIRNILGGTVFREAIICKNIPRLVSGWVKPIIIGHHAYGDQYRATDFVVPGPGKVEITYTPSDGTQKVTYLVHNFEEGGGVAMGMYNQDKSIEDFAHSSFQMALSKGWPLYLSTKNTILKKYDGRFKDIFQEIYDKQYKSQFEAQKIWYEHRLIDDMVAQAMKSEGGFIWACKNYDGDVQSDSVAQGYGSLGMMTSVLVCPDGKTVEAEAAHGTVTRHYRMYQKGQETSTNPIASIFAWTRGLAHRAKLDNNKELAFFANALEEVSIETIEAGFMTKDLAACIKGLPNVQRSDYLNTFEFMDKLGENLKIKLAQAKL
#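 IDH1-R132H (0.5 ug/mL dispensed) in pH 7.5 Tris buffer was preincubated 30 min with compound, then given a substrate mix of 0.016 mM NADPH and 2 mM alpha-KG for 80 min at room temperature; remaining NADPH was read by diaphorase/resazurin fluorescence.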
# GLS inh = qHTS for Inhibitors of Glutaminase (GLS) | Glutaminase kidney isoform, mitochondrial (Homo sapiens), O94925 | GLS enzymatic activity, qHTS titration | Potency, µM (top dose mostly 45.5 µM), without a hit: at the highest dose activity change, negative = inhibition, hits mostly inhibitors | hit rate 0.21% among 410,000; further: potency means the concentration at half of the fitted maximal effect; on the % scale 0 is the no-effect control and ±100 the full control effect
#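 hKGA in 45 mM KH2PO4 pH 8.2, 0.02% Tween-20 with pin-transferred compounds; 1 mM L-glutamine (stock) plus glutamate oxidase/HRP/Amplex Red coupling added. Fluorescence read initially and after 30 min at RT.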
# USP1-UAF1 inh = Inhibitors of USP1/UAF1: Primary Screen; hit rate 0.23% among 390,000; Ubiquitin carboxyl-terminal hydrolase 1 (Homo sapiens), O94782; recombinant USP1/UAF1, Ub-Rhodamine cleavage fluorescence; AID 743255, 2014; Potency, µM (top dose mostly 57.1 µM), without a hit: top-dose activity change, negative = inhibition, usual class: inhibitors; further: potency means the concentration at half of the fitted maximal effect; on the % scale 0 is the no-effect control and ±100 the full control effect; nearly all actives have a fitted effect of over 60% in size; inactives centre near -12
#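 1 nM enzyme complex + cpd, 15 min RT; start with Ub-Rho 150nM final; kinetic fluorescence ex 480/em 540, 6 reads q60 s. Buffer 50mM HEPES pH 7.8, 0.5mM EDTA, 0.1 mg/ml BSA, 1mM TCEP, 0.01% Tween-20.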
# PI4K2A inh = qHTS for small molecular inhibitors of PI4K2A. hit rate 0.13% among 420,000. activity change, negative = inhibition, % at 76.9 µM. purified PI4K2A, ADP-Glo luminescence, 1 h; stronger effect = lower value. AID 1346378, 2018. Phosphatidylinositol 4-kinase type 2-alpha (Homo sapiens), Q9BTU6; in the data active means activity change below about -50%; inconclusive means mostly about -30% to -49%;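 further: -100% = wells without enzyme as full effect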
# Target sequence (Q9BTU6 whole entry, looked up): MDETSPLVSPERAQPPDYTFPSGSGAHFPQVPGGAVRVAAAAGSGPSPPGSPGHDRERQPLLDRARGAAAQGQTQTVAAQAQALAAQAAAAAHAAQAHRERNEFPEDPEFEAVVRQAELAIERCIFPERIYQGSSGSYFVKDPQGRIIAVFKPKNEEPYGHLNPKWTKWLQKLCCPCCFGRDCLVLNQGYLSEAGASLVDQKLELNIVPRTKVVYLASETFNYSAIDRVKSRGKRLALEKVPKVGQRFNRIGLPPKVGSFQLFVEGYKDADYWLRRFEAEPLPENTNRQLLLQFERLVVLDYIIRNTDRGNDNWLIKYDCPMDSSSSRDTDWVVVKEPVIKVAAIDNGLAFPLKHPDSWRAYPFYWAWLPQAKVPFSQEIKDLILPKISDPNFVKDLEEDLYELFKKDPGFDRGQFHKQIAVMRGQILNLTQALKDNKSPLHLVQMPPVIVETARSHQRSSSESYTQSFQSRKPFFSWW
#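 ADP-Glo luminescence measured ADP generated by PI4K2A enzyme (4 ug/mL before mixing) with 1.2 mM PI substrate (pre-mix) and 300 microM ATP (pre-mix). Tris pH7.5 buffer with MgCl2, Triton X-100; 1 h reaction at ambient temperature.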
# HP1b chromo inh = HTS for Inhibitors of HP1-beta Chromodomain Interactions with Methylated Histone Tails. Chromobox protein homolog 1 (Homo sapiens), P83916. Potency, µM (series often up to 114 µM), inactives show at the highest dose activity change, negative = inhibition, usual class: inhibitors. hit rate 0.56% among 390,000. AlphaScreen HP1-beta / biotin-H3K9me3 peptide binding; further: potency means the concentration at half of the fitted maximal effect; nearly all actives have a fitted effect of over 70% in size; inactives centre near 23
# Target sequence (P83916 whole entry, looked up): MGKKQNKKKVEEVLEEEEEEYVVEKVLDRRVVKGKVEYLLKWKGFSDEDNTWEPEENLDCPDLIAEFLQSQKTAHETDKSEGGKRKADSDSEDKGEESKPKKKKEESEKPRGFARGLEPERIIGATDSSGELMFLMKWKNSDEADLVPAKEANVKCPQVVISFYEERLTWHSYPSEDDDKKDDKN
#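 HP1-beta protein (50 nM final) preincubated 30 min at room temperature with biotinylated H3(1-18)K9me3 peptide (50 nM) in PBS pH 7.4, 0.01% Tween-20, then compound added for 30 min. AlphaScreen streptavidin donor/nickel chelate acceptor beads (10 ug/mL final), 30 min dark, luminescence read.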
# Starred values were filed as active, the others as inactive; i = inactive; ? = inconclusive; . = no result given; & = joins results of further samples; [ ] = another dose, or the depositor's remark. Unless noted, the call rests on the fitted dose curve; in most records, active means well fitted curve in the direction sought with a large enough effect; inconclusive means small, poorly fitted or top-dose-only effect, or another doubt; inactive means no such curve, though single readings can be large; an effect the other way counts as inactive or inconclusive.
# Order of values – PGK inhibitor | Pin1 inh | rTrxR1 inhibitor | TrxR1 substrate | IDH1 R132H inh | GLS inh | USP1-UAF1 inh | PI4K2A inh | HP1b chromo inh
O=C1c2ccccc2C(O)(c2ncc[nH]2)N1C1CCCCC1 (centres undefined)
    i | -7% | -3% | -7% | -1% | 10% | -19% | 1 | 17%
O=C(O)CN1C(=O)C2(OCCCO2)c2ccccc21
    -4% | -2% | 7%[57.1 µM] | 10%[57.1 µM] | 2% | -1% | -8% | 2 | 24%
C[C@@H]1CN([C@@H](C)CO)C(=O)CCCn2nncc2CO[C@@H]1CN(C)S(=O)(=O)c1ccccc1C#N
    i | . | . | . | 9% | -4% | -17% | -1 | .
C=CCc1cccc2ccc(=O)oc12
    -2% | ? | -4% | -8% | 3% | -2% | -6% | 3 | 38%
COc1ccc(CNS(=O)(=O)CCNCc2ccco2)cc1
    -2% | 1% | -17% | 0% | -1% | 6% | ? | 4 | ?
CCOc1ccc(C(=O)NNC2CC(=O)N(Cc3ccc(Cl)cc3)C2=O)cc1OC (centres undefined)
    4% | 4% | 2%[57.1 µM] | 6%[57.1 µM] | -1% | ? | -17% | 0 | -12%
CCN1CCSc2ccc(C(=O)NCc3cccc(F)c3)cc21
    5% | 3%&8% | 8%[57.1 µM] | 120%[activator][57.1 µM] | -3% | 11%&5% | -16%&-21% | 0&3 | 10%&15%
Cc1cccc(NC(=O)c2cc3c([nH]c4ccccc43)c(C)n2)c1C
    6% | -1% | 16% | 14% | 3% | -23% | -4% | 6 | 24%
O=C(CSc1n[nH]c(=O)n1Cc1ccco1)N1CCOCC1
    i | -2% | 12%[11.4 µM] | 4%[11.4 µM] | 3% | 0% | -4% | -7 | -10%
CCN(c1ccccc1)S(=O)(=O)c1cnc[nH]1
    0% | 1% | 19% | -1% | -1% | -1% | 0% | -1 | 23%
Cc1cc(C(=O)NNC(=O)C(C)NS(=O)(=O)c2ccccc2F)c(C)o1 (centres undefined)
    -1% | -3% | 25% | 4% | -5% | 4% | -11% | -5 | 23%
N#CCSc1nc2cc(C(=O)N3CCCC3)ccc2c(=O)n1Cc1ccccc1
    -1% | 2% | 0% | -2% | 3% | -6% | -15% | -6 | 38%[activator]
CCOCCCn1c(SCC(=O)/C(C#N)=C(\C)N)nc2ccccc2c1=O
    -6% | -11% | -14% | -15% | 1% | 18% | -5% | 3 | 16%
COc1ccc(C2OCC3(CO2)SC(=O)NC3=O)cc1 (centres undefined)
    0% | 3% | 4% | -6% | 6% | 4% | 1% | -1 | 22%
COc1cccc(C(=O)Nc2ccc3oc(-c4ccc5ccccc5c4)nc3c2)c1
    7% | 28% | 41%[activator] | 30% | -20% | 0% | -16% | -3 | 12%
COc1ccc2c(c1OC)C(=O)N(c1cccc(/C=C/C(=O)O)c1)C2
    9% | -2% | -12% | 5% | -4% | -5% | -1% | -1 | 21%
COc1ccc2nc(NC(=O)C3CC(=O)N(c4ccccc4)C3)sc2c1 (centres undefined)
    -3% | -3% | 12% | -4% | 6% | 1% | -2% | 3 | -4%
COc1ccc(NC(C)=[N+](C)CCNS(=O)(=O)c2ccc(Cl)cc2)cc1
    -3% | -2% | ? | 0% | -4% | 14% | -21% | -3 | ?
CC(C)CCNC(=O)c1ccc(Cn2c(=O)c3cccn3c3cccnc32)cc1
    7% | 0% | 7% | 15% | -9% | 0% | -25% | 2 | 11%
CCOc1cc(NC(=S)NCC2CCCO2)c(OCC)cc1NC(=O)CC(C)C (centres undefined)
    -7% | 2% | 11%[57.1 µM] | 6%[57.1 µM] | 10% | -14% | -6% | -5 | 1%

# 3 entries from above, arranged by the value under rTrxR1 inhibitor, descending.
# Order of values – PGK inhibitor | Pin1 inh | rTrxR1 inhibitor | TrxR1 substrate | IDH1 R132H inh | GLS inh | USP1-UAF1 inh | PI4K2A inh | HP1b chromo inh
Cc1cc(C(=O)NNC(=O)C(C)NS(=O)(=O)c2ccccc2F)c(C)o1 (centres undefined)
    -1% | -3% | 25% | 4% | -5% | 4% | -11% | -5 | 23%
CC(C)CCNC(=O)c1ccc(Cn2c(=O)c3cccn3c3cccnc32)cc1
    7% | 0% | 7% | 15% | -9% | 0% | -25% | 2 | 11%
C=CCc1cccc2ccc(=O)oc12
    -2% | ? | -4% | -8% | 3% | -2% | -6% | 3 | 38%

# The list goes on.
# Order of values – PGK inhibitor | Pin1 inh | rTrxR1 inhibitor | TrxR1 substrate | IDH1 R132H inh | GLS inh | USP1-UAF1 inh | PI4K2A inh | HP1b chromo inh
O=C(Cn1cc(C(=O)C(F)(F)F)c2ccccc21)Nc1ccccc1F
    -5% | 1% | 23% | 5% | 0% | -8% | -16% | 4 | 22%
CCOC(=O)CC1(NC(=O)c2cc(COc3cccc(OC)c3)on2)CCCCC1
    -3% | -6% | 3% | -6% | -7% | -7% | -25% | 6 | 83%[activator]
COc1cc(C(=O)Nc2nc3ccc(S(=O)(=O)N4CCOCC4)cc3s2)cc(OC)c1OC
    i | 27% | 25% | 12% | -2% | -22% | -18% | -4 | 14%
O=C(CN1CCCCCC1)NCc1ccccc1
    -1% | -4% | 5% | 0% | 0% | 4% | -4% | 1 | 36%
O=C(COC(=O)CC(c1ccccc1)c1ccccc1)Nc1cccc(F)c1
    13% | -1% | 1% | -8% | 4% | 16% | -7% | -1 | 43%[activator]
Nc1ccc(CCc2nc3ccccc3o2)cc1
    i | 0% | 12% | -2% | 6% | 31%[activator] | -12% | 3 | 18%
COc1ccc2c(/C=N/NS(=O)(=O)c3ccc(C)cc3)c[nH]c2c1
    2% | 8% | ? | -8% | -9% | ? | -17% | -8 | ?
O=C(NNc1ncccc1Cl)c1c(Cl)cccc1Cl
    -2% | -5% | 16%[57.1 µM] | 7%[57.1 µM] | 3% | ? | -5% | -1 | 37%
CCOc1ccc(NC(=O)CN(C)C(=O)c2cc(C3CC3)nn2-c2ccccc2)cc1OCC
    4% | 1% | 17% | 5% | 2% | -3% | -11% | -2 | 3%
CC(C)(C)c1cc(C(=O)N/N=C/c2ccccc2O)n(-c2ccccc2)n1
    5% | 12% | -15% | -7% | 1% | 8% | -7% | 2 | 40%[activator]
Cc1nc(S/C(=C\c2ccc(-c3ccc(C(=O)O)c(Cl)c3)o2)C(=O)O)n[nH]1
    ? | 25% | ? | -12% | 11% | 16µM* | ? | -18 | 20µM*
CCN(CC)c1ccc(/C=N/n2c(-c3ccccc3Br)n[nH]c2=S)cc1
    i | 38%[activator] | -2%[57.1 µM] | -21%[57.1 µM] | -1% | 64%[activator] | -14% | 0 | ?
CCOC(=O)[C@H]1[C@H]2COc3ccc(Cl)cc3[C@@H]2N2C(=O)CN(Cc3ccc(F)cc3)C(=O)[C@@]12C
    -9% | 8% | 10% | 1% | 0% | 2% | -34% | 0 | 17%
Cc1cc2c3c([nH]c2cc1S(=O)(=O)N1CCC2(CC1)OCCO2)CCCC3=O
    -8% | -9% | 18%[57.1 µM] | 3%[57.1 µM] | -5% | ? | -10% | 9 | 33%[activator]
CC1=C(C(=O)OCc2ccccc2)C(c2ccccc2Cl)NC(=O)N1C (centres undefined)
    i | ? | 7%[57.1 µM] | -5% | 14% | -10% | -32% | 11 | 7%
COc1ccc(C)cc1-n1nnnc1SCC(=O)NC(=O)NCc1ccco1
    -20% | ? | ? | 0% | -2% | -11% | -6% | -10 | -4%
CNC(=O)CCSSCCC(=O)NC
    i | 2% | 27%[11.4 µM] | -20%[11.4 µM] | 9% | 7% | -9% | 0 | ?
COc1ccc(OC)c(-c2cc(C(=O)Nc3c(C)nn(Cc4ccccc4C)c3C)no2)c1
    4% | 9% | 35%[activator] | 70%[activator] | 1% | 1% | -21% | 3 | 14%
CC(C)(C)c1ccc(OCCn2ccccc2=O)cc1
    -8% | -3% | -1% | -9% | 0% | 3% | -5% | 1 | 17%
O=C(c1ccc2c(=O)n3c(nc2c1)CCCCC3)N1CCN(c2ccc([N+](=O)[O-])cc2)CC1
    -2% | 8% | 16%[57.1 µM] | -7%[57.1 µM] | -10% | -3% | -11% | 11 | 46%[activator]

# These rows are one share of the data, so the mix of outcomes need not match the whole.
